hcGAS inh = Primary biochemical luminescence assay for human cyclic GMP-AMP synthase inhibitors | 290,000 compounds, 0.081% hits | inhibition, % at 12.5 µM | recombinant h-cGAS, ATP depletion, Kinase-Glo luminescence | Q8N884 | AID 1259398, 2018;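 further: 0% = vehicle reaction and 100% = reaction without DNA for no activity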
Target sequence (Q8N884 whole entry, looked up): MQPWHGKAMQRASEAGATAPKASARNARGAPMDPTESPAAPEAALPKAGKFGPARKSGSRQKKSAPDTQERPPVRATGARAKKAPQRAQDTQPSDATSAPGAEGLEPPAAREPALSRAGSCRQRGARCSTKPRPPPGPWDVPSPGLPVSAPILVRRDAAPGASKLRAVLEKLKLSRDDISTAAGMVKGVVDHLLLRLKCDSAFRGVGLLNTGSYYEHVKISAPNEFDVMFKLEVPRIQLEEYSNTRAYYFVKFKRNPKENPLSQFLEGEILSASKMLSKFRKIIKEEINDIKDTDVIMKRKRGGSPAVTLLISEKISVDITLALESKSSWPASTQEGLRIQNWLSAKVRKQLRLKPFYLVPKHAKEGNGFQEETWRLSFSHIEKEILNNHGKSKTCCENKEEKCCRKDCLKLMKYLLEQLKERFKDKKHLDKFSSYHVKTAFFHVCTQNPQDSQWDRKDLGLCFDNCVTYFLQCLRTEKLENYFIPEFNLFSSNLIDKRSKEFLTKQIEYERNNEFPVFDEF
NPYLR7 ag = agonists of mosquito NPYLR7 receptor, primary screen, cell-based, Aedes aegypti, calcium fluorescence, mosquito biting behavior | Aedes aegypti neuropeptide Y-like receptor 7 (NPYLR7) | HEK293T NPYLR7/Galpha15, GCaMP6s calcium fluorescence | activation, % at 10 µM | 270,000 compounds, 0.15% hits | AID 1259423, 2018; in the data active means activation above about 40%;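 further: 0% = vehicle and 100% = reference agonist at the receptor; some compounds past the cut are filed as inactive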
mcGAS lum = cyclic GMP-AMP synthase inhibitors, mouse, primary biochemical chemiluminescence | recombinant cGAS, Kinase-Glo ATP depletion luminescence | AID 1259399, 2018 | 160,000 compounds, 0.15% hits | Q8C6L5 | inhibition, % at 12.5 µM;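 further: 0% = negative control wells and 100% = reference inhibitor with no enzyme activity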
The depositor's hits bear a star; · = not tested or not shown. Unless noted, no stated cut-off is given here; in the data, active means inhibition above about 40%; inactive means the rest. Compounds as they come. About 0.29% of those tested had a hit in this group.

mol | hcGAS inh | NPYLR7 ag | mcGAS lum
Cc1nc(N2CCCC2)ccc1NC(=O)C1(c2ccccc2)CC1 | 5 | 0 | ·
COc1cc(/C=C/c2ccc(O)cc2)cc(OC)c1 | 0 | -2 | ·
CCc1nc2ccc(C(=O)N(C)Cc3ccco3)cn2c1N(CC)C(=O)NCCc1ccccc1 | 1 | -12 | 1
Cc1ccc(C)c(-c2nn(CN3CCOC(C(N)=O)C3)c(=O)c3ccccc23)c1 (stereo not given) | -6 | 6 | -15
CC1CCN(Cc2nnnn2CCCC(=O)NCc2scnc2-c2ccccc2)CC1 | 3 | 1 | ·
CCOC(=O)c1[nH]c2ccccc2c1NC(C)=O | -7 | 0 | -7
Cc1cn2c3c(=O)n(CC(N)=O)c(=O)n(C)c3nc2n1-c1ccc(Br)cc1 | -13 | 1 | -3
COc1ccc(S(=O)(=O)NCCn2nc(-c3ccc(F)cc3)ccc2=O)cc1C | -4 | 1 | -9
Cc1csc2nc(O)c(C(=O)NC(c3ccccc3)c3ccccc3)c(=O)n12 | 5 | -2 | 0
CN(CC(=O)NC1CC2CCC1(C)C2(C)C)S(=O)(=O)c1ccc(Cl)s1 (stereo not given) | -11 | 12 | ·
O=C(NCCc1csc(-c2cnccn2)n1)c1cn2c(n1)CNCC2 | -5 | 1 | -10
Cc1cccn2cc(C(=O)NCc3cccnc3N(C)C)nc12 | -5 | 8 | ·

(cont.)
mol | hcGAS inh | NPYLR7 ag | mcGAS lum
CC(C)(NC(=O)OCc1ccccc1)C(=O)N1CCOC(COCc2ccc(F)cc2Cl)C1 (stereo not given) | -6 | 3 | -7
CCOC(=O)c1cc(C)sc1NC(=O)c1cc(-c2ccc(OC(C)C)cc2)nc2ccccc12 | -2 | 2 | -4
Cc1cc(C(=O)N(C)C2CCCC2)c(C)o1 | -6 | 14 | ·
c1ccc(-c2cc(-c3nnc(SCc4cccc(-n5cccc5)c4)n3Cc3ccco3)c3ccccc3n2)cc1 | 6 | 1 | 0
CCCc1nc(CN(C)c2nc(C)nc3sccc23)no1 | -5 | 1 | ·
CN(CC(=O)NCc1ccco1)C(=O)C=Cc1ccsc1 | -4 | 2 | -7
Cc1ccc(C(NC(=O)C2CCN(Cc3cccc(C(F)(F)F)c3)CC2)c2ccccn2)cc1 (stereo not given) | -3 | -8 | -3
O=C(c1ccc(Cl)cc1)N1CCN(C(=O)c2cc(F)ccc2Br)CC1 | -3 | 3 | ·
O=C(CCCn1nnnc1CN1CCOCC1)N1CCCCC1CCn1cccn1 (stereo not given) | -5 | 2 | ·
O=C(Nc1cccc(Cl)c1Cl)C1COc2ccccc2O1 (stereo not given) | -11 | 0 | ·
Cc1c(Cl)cccc1S(=O)(=O)N1CCC(c2cn(Cc3ccc(C(F)(F)F)cc3)c3ccccc23)CC1 | -2 | 24 | -8
CCn1c(SCC(=O)N/N=C\c2ccc(SC)cc2)nc2ccccc21 | -7 | 1 | -7

Additional entries
mol | hcGAS inh | NPYLR7 ag | mcGAS lum
CCCOc1ccc(C(=O)N2CCC[C@H]2C(=O)OCCc2ccc(OC)c(OC)c2)cc1 | -8 | -7 | -2
CCOC(=O)c1c(C)oc2ccc(OC)c(O)c12 | -7 | -7 | ·
Cc1ccccc1Cn1c(C(=O)N2CCC(C(N)=O)CC2)cc2ccsc21 | -6 | -1 | -6
CN(Cc1cc(-c2cccs2)n[nH]1)C(=O)c1cc2n(n1)CCCNC2 | 1 | 7 | -13
COc1ccc(S(=O)(=O)N2CCCC(C)C2)cc1N1CCN(S(=O)(=O)c2cccc(C(F)(F)F)c2)CC1 (stereo not given) | 0 | 22 | -7
Cc1onc(-c2ccccc2Cl)c1C(=O)NCc1n[nH]c2c1CCC2 | -4 | 23 | ·
CCn1c(N)c(C(N)=O)sc1=S | 5 | 4 | ·
C=CCn1c(NCc2c(O)ccc3ccccc23)nc2ccccc21 | -7 | 14 | -4
Cc1ccc2nc(-c3cccnc3NC(=O)c3ccc(F)cc3)oc2c1 | -1 | 27 | -8
c1ccc(C(c2ccccc2)N2CCN(Cc3nc(-c4cnccn4)no3)CC2)cc1 | -4 | 0 | -7
Cc1ccc(C)c2c1sc(=NC(=O)C(C)(C)C)n2C | -4 | 6 | -6
COc1ccc(S(=O)(=O)N2CCOCC2)cc1N1CCN(C(=O)Cc2cccs2)CC1 | 1 | 25 | -3

(cont.)
mol | hcGAS inh | NPYLR7 ag | mcGAS lum
CC(C)N(CC(=O)N(Cc1ccco1)Cc1cccn1C)C(=O)c1cccc(Br)c1 | -5 | 10 | -4
O=C(CN1CCN(Cc2ccccc2)CC1)NC1CCc2ccccc21 (stereo not given) | 0 | -3 | ·
COCCCN(CC(=O)Nc1cc(C(C)(C)C)nn1-c1ccc(C)cc1C)C(=O)Nc1ccc(Cl)cc1 | -7 | -2 | -4
COc1ccccc1CC(=N)N | 2 | · | 1
CCCCCCCCCCCCCC(=O)N(Cc1ccccc1)Cc1cccn1Cc1ccc(F)cc1 | -2 | 16 | -5
CC1C(=O)N(c2ccc(Cl)cc2Cl)CCN1C(=O)COc1ccc(Cl)cc1 (stereo not given) | -5 | 2 | -4
CC(Oc1ccc(Cl)cc1Cl)C(=O)Nc1cnccc1N(C)C (stereo not given) | 1 | -4 | ·
O=C(COCc1ccccc1)N1CCN(c2nc(C3CCOCC3)nc3c2cnn3-c2ccccc2)CC1 | -3 | 8 | -4
O=C(c1ccc(N2CCOCC2)nc1)N1CCC(Oc2cccnc2)CC1 | -7 | 6 | ·
CCCN1CCC(Cc2noc(-c3cn4ccsc4n3)n2)CC1 | -8 | 1 | ·
c1ccc(-c2cnc(CSc3nnnn3C3CC3)o2)cc1 | -8 | 2 | ·
Cc1ccc(C2CCCN2C(=O)CSCC(N)=O)cc1C (stereo not given) | -1 | 0 | ·

One compound at a time (already shown). Order of screens: hcGAS inh	NPYLR7 ag	mcGAS lum
`CC1C(=O)N(c2ccc(Cl)cc2Cl)CCN1C(=O)COc1ccc(Cl)cc1` (stereo not given) is entered as -5	2	-4
`CC(Oc1ccc(Cl)cc1Cl)C(=O)Nc1cnccc1N(C)C` (stereo not given) is entered as 1	-4	·
`CCCN1CCC(Cc2noc(-c3cn4ccsc4n3)n2)CC1` is entered as -8	1	·
`Cc1ccc(C2CCCN2C(=O)CSCC(N)=O)cc1C` (stereo not given) is entered as -1	0	·
`O=C(COCc1ccccc1)N1CCN(c2nc(C3CCOCC3)nc3c2cnn3-c2ccccc2)CC1` is entered as -3	8	-4

Following part
mol | hcGAS inh | NPYLR7 ag | mcGAS lum
CS(=O)(=O)N1CCCc2cc(-c3csc(N)n3)ccc21 | 1 | 1 | ·
COC(CNC(=O)c1cn(C)c2c(=O)n(-c3ccc(Cl)cc3)c(=O)[nH]c12)OC | -9 | 4 | ·
COc1cc(=O)n(-c2ccc(F)cc2)nc1C(=O)N1CCN(c2cccc(Cl)c2)CC1 | -9 | 13 | -7
NC(=O)C1CCN(CCOc2ccc(-c3[nH]ncc3-c3ccc(Br)cc3)c(O)c2)CC1 | -5 | 0 | -6
O=C(NCCc1cccs1)C(=O)NCn1nnc2ccccc2c1=O | -3 | 3 | ·
CCOc1ccc(N(C)S(=O)(=O)N2CCCCC2)cc1 | -4 | 6 | ·
CSc1ccccc1OCc1cc(C(=O)N(C)Cc2ccc(F)cc2)no1 | -3 | 7 | ·
Nc1cc(=O)nc(SCC(=O)N2CCCc3ccccc32)n1-c1ccc(F)cc1 | -5 | 0 | -5
COc1cc(C2CC(C(F)(F)F)n3ncc(C(=O)N4CCOCC4)c3N2)cc(OC)c1OC (stereo not given) | -10 | 10 | -7
Cc1ccc(NC(=O)CN2CCN(Cc3ccc4c(c3)CCO4)CC2)cc1C | -8 | 0 | -8
CCOC(=O)N1CCc2c(sc(NC(=O)c3ccnn3CC)c2C(=O)OC)C1 | -6 | 10 | -12
O=S(=O)(c1ccc(F)cc1)N1CCC(Cc2ccc(-c3ccccc3)cc2)CC1 | -7 | 24 | -5

(cont.)
mol | hcGAS inh | NPYLR7 ag | mcGAS lum
O=C(NC1(c2ccccc2)CC1)c1csc2nc(-c3ccccc3)cn12 | -6 | 6 | -8
O=c1oc2ccccc2n1CNC1(c2ccc(Br)cc2)CCC1 | -4 | 14 | ·
O=C(c1ccco1)N1CCSC12C(=O)N(Cc1ccccc1Cl)c1ccc(F)cc12 (stereo not given) | 0 | 3 | -3
C[C@H](C(=O)N[C@H](CO)c1ccccc1)N1Cc2ccc(-c3ccnn3C)nc2C1=O | -5 | 7 | -5
CC(c1ccccc1)N(C)C(=O)C=Cc1cc2c(cc1[N+](=O)[O-])OCO2 (stereo not given) | -9 | 3 | ·
CC(C)c1nccn1C(C)C(=O)N1CCc2ccccc2C1 (stereo not given) | -1 | -1 | ·
C=CCNc1nc(NCc2ccc(NC(C)=O)cc2)c2sc(-c3ccccc3)cc2n1 | -9 | 7 | ·
CC(C)CNC(=O)N1CCCCCC1CN1CCOCC1 (stereo not given) | -12 | · | -5
CNc1cc(C(=O)N2CCC(c3nc4c(C)cccc4[nH]3)CC2)ccn1 | 1 | -10 | ·
CCc1ccc(N2CCN(Cc3ccc(F)cc3F)C(C)C2=O)cc1 (stereo not given) | -1 | 2 | -2
CCC(C)N(Cc1cccn1Cc1cccc(OC)c1)C(=O)CN(CCC(C)C)C(=O)c1ccc(F)cc1 (stereo not given) | -5 | -7 | -4
CCOC(=O)C1CCCN(C(=O)c2nn(-c3cc(C)cc(C)c3)c(=O)n(Cc3cccc(Cl)c3)c2=O)C1 (stereo not given) | 1 | 4 | -5

More results:
mol | hcGAS inh | NPYLR7 ag | mcGAS lum
Cc1ccc(C(=O)Nc2ccc(N3CCCC3)c(C(=O)NCc3ccc(F)cc3)c2)cc1 | -1 | 8 | -9
C=CCN1C(=S)N(c2ccc(Cl)cc2)C2CS(=O)(=O)CC21 (stereo not given) | 3 | -3 | ·
CCc1nc(C)sc1CNC(C)Cn1ccnc1 (stereo not given) | -5 | 1 | ·
Cc1ccoc1C(=O)NCCC1CCCN(Cc2nccn2C)C1 (stereo not given) | -8 | · | -12
NC(=O)CSc1nc(=O)n(Cc2ccncc2)c2c1CCC2 | -4 | -1 | -7
c1cc2c(cn1)CCCN2 | -4 | -2 | ·
COc1ccc(-c2ccnc(SCc3ccc(C(=O)N4C5CCC4CC(Oc4ccccc4C(C)C)C5)cc3)n2)cc1 (stereo not given) | -17 | 8 | -8
O=C(c1csc(CSc2nnc(Cc3ccccc3)n2-c2cccc(C(F)(F)F)c2)n1)N1CCN(C/C=C/c2ccccc2)CC1 | -3 | 14 | -5
CCC(NS(=O)(=O)c1ccc(S(C)(=O)=O)cc1)C12CC3CC(CC(C3)C1)C2 (stereo not given) | -7 | -2 | ·
CCOc1ccc(-n2c(CNC(=O)c3cccs3)nnc2SCC(=O)N2CCc3ccccc32)cc1 | -4 | 6 | -4
CC(C)(C)n1ncc2c(=O)n(NC(=O)c3ccco3)cnc21 | -13 | 0 | ·
CC1(C)OCC(CNC(=O)CCCCC2CCSS2)O1 (stereo not given) | -3 | -5 | -5

(list continues)
mol | hcGAS inh | NPYLR7 ag | mcGAS lum
CCOC(=O)C1(Cc2ccccc2Cl)CCN(C(=O)c2cnsn2)CC1 | -8 | -4 | -9
COc1ccc(-c2nnc(SCc3cc4c(cc3Br)OCO4)o2)cc1 | 3 | -3 | ·
CCOC(=O)C1CCCN(Cc2nc(NCc3cccs3)c3ccccc3n2)C1 (stereo not given) | -1 | 0 | -17
N#Cc1ccc(Cl)cc1S(=O)(=O)Nc1ccncc1 | 6 | -8 | ·
N#CCCCN1CCC2(C=Cc3ccccc32)CC1 | 6 | 0 | ·
O=C(Nc1cccc(C(F)(F)F)c1)N1CCN(c2cc(-n3ccnc3)ncn2)CC1 | 10 | 10 | ·
Cc1ccc(C(=O)N(CCCN(C)C)CC2CCN(C3Cc4ccccc4C3)CC2)s1 | -3 | 6 | -12
CN(CC(=O)NC(C)(C)C)C(=O)CSc1ccccc1C(=O)O | -4 | 6 | ·
CC(O)CN1CCN(CC(=O)N2CCc3ccccc3C2)CC1 (stereo not given) | -2 | 1 | -2
Cc1cc(C)c(S(=O)(=O)N2CCN(C(=O)CCc3ccsc3)CC2)c(C)c1 | 5 | 5 | ·
COc1ccccc1-c1nc2cc(C)ccn2c1NC(=O)c1cc(Cl)cc(Cl)c1 | -8 | 0 | -9
CN1CC2(CCN(Cc3nccn3C)CC2)CC1C(=O)O (stereo not given) | -4 | 16 | ·

(next part)
mol | hcGAS inh | NPYLR7 ag | mcGAS lum
O=C(CC1c2ccccc2CCc2ccccc21)NCC1COCCO1 (stereo not given) | 5 | 2 | ·
CCCCSCc1cc(C(=O)N2CCC3(CC2)CC(=O)N(C)C3)oc1C | -19 | · | -8
Cc1cc2nnc(SC(C)C(=O)NC(C)(C)C)n2c2ccccc12 (stereo not given) | -9 | 8 | ·
O=C(Nc1ccc(Oc2ccccc2)cc1)c1cccnc1Oc1cccc([N+](=O)[O-])c1 | -6 | -12 | -4
COCCn1c(C)cc(O)c(C(c2cccc(Cl)c2)N2CCN(CCO)CC2)c1=O (stereo not given) | -5 | 11 | ·
Cc1ccccc1C(=O)Oc1coc(CSc2nccn2C)cc1=O | -2 | -6 | 1
Nc1cccc(-n2c(CCCO)nc3ccccc32)n1 | -3 | 13 | ·

Screening data from PubChem BioAssay.
